Bioassay records deposited in PubChem BioAssay by Dana-Farber Cancer Institute and Novartis Institutes for BioMedical Research (Cambridge, Mass).
OTUD3 inh: inhibitors of human OTUD3 deubiquitinase; Q5T2D3; purified OTUD3, Ub-rhodamine fluorescence, 2 h; inhibition, % at 25 µM; hit rate 0.7% among 47,000
Target sequence (Q5T2D3 whole entry, looked up): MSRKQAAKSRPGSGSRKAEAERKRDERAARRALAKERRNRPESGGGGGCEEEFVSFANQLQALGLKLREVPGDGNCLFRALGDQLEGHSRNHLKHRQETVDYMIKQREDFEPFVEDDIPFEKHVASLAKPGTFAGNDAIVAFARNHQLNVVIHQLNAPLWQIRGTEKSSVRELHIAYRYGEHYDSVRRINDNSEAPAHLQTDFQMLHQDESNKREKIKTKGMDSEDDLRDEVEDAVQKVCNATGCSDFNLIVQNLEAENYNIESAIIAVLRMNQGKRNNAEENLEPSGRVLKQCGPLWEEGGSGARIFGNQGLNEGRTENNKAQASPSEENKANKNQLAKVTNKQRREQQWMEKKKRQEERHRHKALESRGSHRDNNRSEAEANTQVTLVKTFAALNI
USP28 block: blocks human USP28 ubiquitin-rhodamine cleavage. inhibition, % at 25 µM. purified USP28, Ub-rhodamine cleavage fluorescence, 30 min. hit rate 3% among 47,000. Q96RU2. AID 1645857
USP8 block: human USP8 deubiquitinase inhibition; P40818; purified USP8, Ub-rhodamine cleavage fluorescence, 30 min; inhibition, % at 20 µM; hit rate 4.2% among 47,000
UCHL1 inh: human UCHL1 deubiquitinase inhibition; P09936; purified UCHL1, Ub-rhodamine cleavage fluorescence; inhibition, % at 20 µM; hit rate 0.2% among 47,000; AID 1645859
USP30 block: inhibitors of human USP30 deubiquitinase | purified USP30, Ub-rhodamine cleavage fluorescence | inhibition, % at 25 µM | hit rate 5.3% among 47,000 | AID 1645860
USP17 inh: blocks human USP17 ubiquitin-rhodamine cleavage; A8MUK1; purified USP17, Ub-rhodamine cleavage fluorescence, 3 h; inhibition, % at 50 µM; hit rate 6.5% among 47,000; AID 1645855
Target sequence (A8MUK1 whole entry, looked up): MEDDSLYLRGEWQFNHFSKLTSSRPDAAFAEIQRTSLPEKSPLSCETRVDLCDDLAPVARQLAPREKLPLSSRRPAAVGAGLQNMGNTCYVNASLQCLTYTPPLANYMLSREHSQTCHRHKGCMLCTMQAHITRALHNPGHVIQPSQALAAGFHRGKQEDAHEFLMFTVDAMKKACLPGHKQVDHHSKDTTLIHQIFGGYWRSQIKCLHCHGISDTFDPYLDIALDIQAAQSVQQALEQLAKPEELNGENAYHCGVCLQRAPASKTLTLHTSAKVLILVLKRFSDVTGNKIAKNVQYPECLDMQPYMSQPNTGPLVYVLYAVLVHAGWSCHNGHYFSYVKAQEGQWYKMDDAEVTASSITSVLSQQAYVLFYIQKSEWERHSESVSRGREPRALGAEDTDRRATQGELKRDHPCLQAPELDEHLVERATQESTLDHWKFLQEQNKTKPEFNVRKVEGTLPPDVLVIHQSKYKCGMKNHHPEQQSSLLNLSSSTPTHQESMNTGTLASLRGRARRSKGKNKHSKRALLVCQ
USP7 block: blocks human USP7 ubiquitin-rhodamine cleavage | Q93009 | purified USP7, Ub-rhodamine cleavage fluorescence | inhibition, % at 20 µM | hit rate 0.3% among 47,000 | AID 1645854
USP10 inh: human USP10 deubiquitinase inhibition. purified USP10, Ub-rhodamine fluorescence, 60 min. inhibition, % at 20 µM. hit rate 1.1% among 47,000
* marks the source's active call; other numbers are inactive results; i = inactive; . = no result given. Rule as the data show it: active = inhibition above about 30%; inactive = the rest.

SMILES	OTUD3 inh	USP28 block	USP8 block	UCHL1 inh	USP30 block	USP17 inh	USP7 block	USP10 inh
CS(=O)(=O)n1nc(NCc2ccc(F)cc2)nc1NCc1ccc(F)cc1	33*	4	6	2	3	0	-101	3
COC(=O)c1cn(CC(=O)N2CCc3ccccc3C2)c2ccccc12	9	6	9	3	27	10	5	2
Cc1nccc(C(=O)N2CCCC(c3ncc(Cc4cccc(F)c4)o3)C2)n1 (stereo not given)	-1	0	-27	-1	8	-10	3	0
CC1=C[C@H]2[C@@H](CC1)[C@H](C)CC[C@H]2C(C)C(=O)O (stereo not given in full)	22	17	5	3	23	21	5	4
Cc1ccc(NC(=O)Cn2c(=O)nc(N3CCCC(C)C3)c3ccccc32)cc1 (stereo not given)	-2	1	12	-2	4	-27	-1	5
COc1ccccc1C(=O)N1CC(=O)N(Cc2ccc(C)cc2)CC(O)C1 (stereo not given)	5	-12	5	0	-1	2	-3	1
CCC(CC)C(=O)N1CCCC(c2nccnc2-c2ncc(C)[nH]2)C1 (stereo not given)	15	8	10	2	24	2	3	0
COC(=O)C1=CC=COc2oc3cc(C)cc(O)c3c(=O)c21	-12	3	-29	-4	-80	18	-9	-2
COc1ccc(CCNC(=O)C2CCCN(S(=O)(=O)N3CCCCC3)C2)c(OC)c1 (stereo not given)	5	11	17	-1	15	-1	-1	-2
CC1=CC=CN2C(=O)C(Cc3ccc(C)cc3)(NC(=O)c3ccccc3)N=C12 (stereo not given)	9	6	21	0	10	12	3	-1
COc1cccc(CNC(=O)CCC(=O)Nc2ccc3nc(N4CCCCC4)cc(C)c3c2)c1	-13	0	-16	0	-30	0	-12	-2
O=C(Nc1nnc(C2CC2)s1)c1ccc(OCC2CCCO2)cc1 (stereo not given)	5	0	5	1	-9	64*	1	2
Cc1nonc1COc1ccccc1C(=O)N1CCC[C@]2(C)NCCC[C@@H]12	1	2	-3	1	1	0	1	-1
CC(=O)Nc1ccc(C(=O)N2CC[C@H](c3nc4ccccc4o3)C2)cc1	-10	-17	-46	-2	-2	.	-2	-1
CCc1cc(C2CCCN2C(=O)Cc2c(F)cccc2Cl)on1 (stereo not given)	-1	-2	1	-3	-5	1	-12	1
Cc1ccc(OC(C)C(=O)NCc2ccc(-c3ncncc3-c3cc(C)no3)cc2)cc1 (stereo not given)	8	6	9	2	12	14	1	3
Cc1noc(C2(NC(=O)Nc3cccc(F)c3)CCCCC2)n1	0	.	1	4	.	10	1	1
COc1ccc(Cc2cccc(C3CCN(S(=O)(=O)c4cn(C)nc4C)CC3)n2)cc1	11	21	10	8	21	12	6	0
Cc1ccccc1CNC(=O)C1CCCN(C(=O)c2cc(-c3cccnc3)n[nH]2)C1 (stereo not given)	10	-2	6	0	22	4	2	0
COc1ccc(CC(=O)N2CC[C@H]3N(C)CC[C@@]3(C(=O)N3CCCC3)CC2)cc1	-9	-17	-306	-3	-19	-71	-4	-1
O=C(c1nc2c(s1)CCCN2C(=O)c1ccncc1)N1CCCC1	0	-4	-4	-1	9	-4	2	-2
CCn1ccc(C(=O)N2CC(C(=O)NC3CCCC3)C3(CCOCC3)C2)n1 (stereo not given)	-4	-2	1	-1	0	5	1	-1
O=C(NC1CCN(Cc2ccccc2)CC1)c1cn(-c2ccc(F)cc2)nn1	-5	-10	0	-6	-9	-9	-4	-4
CCOC(=O)c1noc2nc(C)nc(N3CCN(c4ncccn4)CC3)c12	14	19	-17	2	23	4	3	4
O=S(=O)(N1CCCC1)N1C[C@H]2CC(Oc3ccccc3)C[C@H]2C1 (stereo not given in full)	1	-3	2	-1	-14	-1	-5	1
CC1CCN(C(=O)C2CCN(C(=O)c3ccc4c(c3)nnn4C3CCCC3)CC2)CC1	4	10	13	1	15	0	5	0
O=C(NC1CCN(c2ccc(F)cc2)C1=O)C1CCCCC1 (stereo not given)	-7	-11	12	0	7	3	0	4
C[C@H](NC(=O)C1CCC(CNC(=O)Cn2c(=O)[nH]c3ccccc3c2=O)CC1)C(=O)O (stereo not given in full)	15	-7	-81	-2	-9	-7	3	1
O=S(=O)(c1ccc(Cl)cc1)N1CCC(n2cccc2)CC1	3	0	-6	-2	0	5	-2	3
Cc1nnc2n1CCN(C(=O)c1ccc3ccccc3n1)C2	14	4	-31	3	27	2	8	0
O=C(NCC1(O)CCOc2ccccc21)c1c(F)cccc1Cl (stereo not given)	-2	-1	-7	1	0	.	1	1
O=C(Nc1ccc(F)c(F)c1)c1cn[nH]c1S(=O)(=O)Nc1ccccc1	9	13	-53	2	8	4	3	7
Fc1ccc(Nc2nc(CN3CCOCC3)nc3sc4c(c23)CCCC4)cc1	-8	-6	21	-2	-5	1	-54	-3
CC1CCc2noc(C3CCN(C(=O)Cc4ccccc4F)CC3)c2C1 (stereo not given)	-3	-6	-14	-4	-10	-14	-9	1
O=C(CSc1nnc(CNC(=O)c2ccco2)o1)c1ccc(Cl)cc1	2	-2	-4	-1	-17	7	.	-1
Cc1nc(SCC(=O)N2CCc3ccccc32)c2oc3ccccc3c2n1	-6	-5	0	0	-17	8	0	-1
CCc1ccccc1OCC(=O)N(C)Cc1cc(=O)[nH]c2ccccc12	0	-7	0	0	-2	-10	-7	2
Cc1cccn2c(=O)c3cc(C(=O)Nc4ccc5c(c4)OCCO5)n(Cc4ccccc4)c3nc12	2	-1	16	1	-13	1	5	-1
O=C(c1cc2occc2c(Nc2ccc(F)cc2)n1)N1CCN(C(=O)c2ccco2)CC1	6	14	2	4	33*	6	5	5
CN1CCCCC12Cc1ccccc1CN(C(=O)c1ccccc1)C2 (stereo not given)	2	-5	-174	1	0	-39	-2	-4
CCCCC(=O)Nc1cc(=O)[nH]c2nc(Cc3ccccc3)nn12	0	-3	1	-1	0	5	2	4
Clc1ccccc1CSc1ncnc2c1oc1ccccc12	9	13	23	-1	30	41*	4	7
CCc1ccc(-c2nc(SCC(=O)Nc3ccc4[nH]c(=O)[nH]c4c3)n[nH]2)cc1	22	23	4	-2	58*	37*	2	8
CCOC(=O)C1=C(CN2CCC3(CC2)OCCO3)NC(=O)NC1c1ccc(OC)cc1 (stereo not given)	15	4	-11	-1	29	12	2	0
Oc1ccc(-c2nc3ccc(Cl)cn3c2NC2CCCCC2)cc1	7	0	-13	-4	-6	67*	4	-3
CC(=O)N1CCN(Cc2cnn(-c3ccc(F)cc3)c2)CC1C(N)=O (stereo not given)	-4	-7	-48	-1	-10	-4	0	0
CCOc1ccc2nc(NC(=O)C3(c4cccc(F)c4)CCCC3)sc2c1	-6	-3	-14	-1	-31	-10	2	-1
CC(C)CN1[C@H]2CCN(C(=O)Nc3ccccc3)CC[C@@H]2Oc2ccccc2S1(=O)=O	0	-4	-35	-1	-17	0	1	0
Cc1cccc(NC(=O)CC2N=C(N3CCN(c4ccccc4)CC3)NC2=O)c1 (stereo not given)	8	7	24	3	-20	26	0	2
CC(C)(C)OC(=O)N1CC2(Cc3ccccc3CN2)C1	0	-10	4	-5	-5	-2	-4	-2
CCOc1ccc2nc(NC(=O)CCOc3ccccc3C)sc2c1	-107	-110	-26	-55	-454	-99	-55	-9
COc1cccc(Cn2c(=O)c3c(C(=O)N4CCCCC4)cc(C)nc3n(C)c2=O)c1	-3	-1	-5	-5	-7	0	-8	1
Cc1ccc(CC(=O)NCCS(=O)(=O)c2ccc(Br)cc2)cc1	-6	5	-21	-1	-14	28	-13	0
O=C(NCc1noc(CCc2ccccc2)n1)C1CCCCC1	-1	-3	-3	-5	-5	-5	-20	-4
Cc1ccncc1NC(=O)c1ncn2c1CN(C)S(=O)(=O)c1ccccc1-2	10	5	-62	0	8	0	5	0
O=C(CSc1nnc(-c2cnccn2)n1Cc1ccco1)Nc1cccc(F)c1	-8	-2	-3	-2	-44	-13	-12	-9
O=S(=O)(Nc1ccc(Oc2ccccc2)cc1)c1ccccc1F	0	32*	4	4	41*	34*	-5	22
Cc1ccccc1NC(=O)CSc1nc(-c2ccco2)nc2c1c(=O)n(C)c(=O)n2C	0	-8	-119	-3	-5	-2	2	-2
COc1ccc(CNS(=O)(=O)c2cc(-c3cc(C)no3)ccc2OC)cc1	-5	-2	1	-1	-1	0	-1	0
Cn1cc(-c2nc(CN3CCCC3Cn3cccn3)cs2)cn1 (stereo not given)	-35	-49	-49	-19	-184	-60	-13	-2
Following part:
SMILES	OTUD3 inh	USP28 block	USP8 block	UCHL1 inh	USP30 block	USP17 inh	USP7 block	USP10 inh
CCN1CC2(CCN(C(=O)c3ccn[nH]3)CC2)COc2ccccc2S1(=O)=O	-3	-8	4	-2	0	-1	2	2
O=C1CCCC[C@]2(CN(C(=O)c3ccc(-n4cccn4)nc3)C[C@H]2c2ccc(F)cc2)N1	14	10	-19	1	33*	-9	0	0
CCNC(=O)C1(Cc2cc(-c3ccc(C)cc3)no2)CCCN(C(=O)c2ccccc2)C1 (stereo not given)	-2	-6	-11	-2	15	-3	-2	0
CCOc1ccc(NC(=O)CSc2nc3sc4c(c3c(=O)n2-c2ccc(Cl)cc2)CCN(C)C4)cc1	0	-10	3	-8	-57	0	-8	-5
C[C@]12CN(C(=O)c3ccccc3)C[C@H]1NC(=O)c1ccccc1C2=O	2	.	3	0	.	18	1	-1
O=c1[nH]c2c(cnn2Cc2ccccc2)c(O)c1-c1nc(-c2ccccc2F)no1	-1	-9	6	-4	-20	-7	0	0
Cc1ccc(CN2CCCn3nc(C(=O)NCc4cccs4)cc3C2=O)cc1	-7	22	-26	-3	-21	-2	0	1
N#Cc1ccccc1NC1c2ccccc2C(=O)N1Cc1ccccc1Cl (stereo not given)	16	6	0	5	19	5	11	5
O=C(Cn1cnc2c(sc3ccccc32)c1=O)Nc1ccc(F)c(F)c1	-26	-62	-15	-9	-319	27	-5	-6
COc1cc2cc3c(c(O)c2c(O)c1-c1c(OC)cc2cc4c(c(O)c2c1O)C(=O)OC1CC(C)OC41)C(=O)OC1CC(C)OC31 (stereo not given)	-8	7	58*	23	-62	61*	11	30
CC(C)(C)C(=O)N1CCN(c2ccc(N3CCCCC3)nn2)CC1	-6	-9	-1	0	-7	.	0	-2
CCCC(=O)Nc1ccc(-n2cnc(C(=O)N3CCCCCC3)c2)nc1	-4	-21	-7	-3	0	0	0	-2
CSCCC(NC(=O)/C=C/c1cccc(Br)c1)c1nnc2ccccn12 (stereo not given)	-14	-10	-23	-1	-10	-23	1	-4
COc1ccc(CN2CC[C@@H]3NS(=O)(=O)c4ccccc4O[C@H]3CC2)cc1	-24	-19	-17	-4	-60	-62	-47	-3
CCN1CCCC1CN(Cc1cc2cc(C)cc(C)c2[nH]c1=O)C(=O)Nc1ccc(F)cc1 (stereo not given)	-11	-11	-4	-1	-30	.	-6	-4
O=C(c1noc2ccc(S(=O)(=O)Nc3ccccc3F)cc12)N1CCCC1	9	1	-6	0	7	5	4	3
O=C(Nc1ccccc1Cl)N1CCN(c2cnn3cnnc3c2)CC1	-7	0	-14	-1	-4	-4	2	30
Fc1ccc(Cc2nnc(-c3cnc4onc(C5CCCC5)c4c3)o2)cc1	21	19	29	5	20	8	-7	7
O=C(O)C1CCN(Cc2c(-c3ccco3)nc3ccc(Cl)cn23)CC1	-210	-272	-129	-71	i	-163	-112	-14
O=C(c1ccc(OCC2CCCN(C(=O)c3ccc(F)cc3F)C2)cc1)N1CCOCC1 (stereo not given)	0	-3	1	0	5	1	2	1

Some of the entries so far, as a markdown table.
| smiles | OTUD3 inh | USP28 block | USP8 block | UCHL1 inh | USP30 block | USP17 inh | USP7 block | USP10 inh |
| --- | --- | --- | --- | --- | --- | --- | --- | --- |
| CC(C)(C)C(=O)N1CCN(c2ccc(N3CCCCC3)nn2)CC1 | -6 | -9 | -1 | 0 | -7 | . | 0 | -2 |
| CCCC(=O)Nc1ccc(-n2cnc(C(=O)N3CCCCCC3)c2)nc1 | -4 | -21 | -7 | -3 | 0 | 0 | 0 | -2 |
| CSCCC(NC(=O)/C=C/c1cccc(Br)c1)c1nnc2ccccn12 (stereo not given) | -14 | -10 | -23 | -1 | -10 | -23 | 1 | -4 |
| COc1ccc(CN2CC[C@@H]3NS(=O)(=O)c4ccccc4O[C@H]3CC2)cc1 | -24 | -19 | -17 | -4 | -60 | -62 | -47 | -3 |
| CCN1CCCC1CN(Cc1cc2cc(C)cc(C)c2[nH]c1=O)C(=O)Nc1ccc(F)cc1 (stereo not given) | -11 | -11 | -4 | -1 | -30 | . | -6 | -4 |
| O=C(c1noc2ccc(S(=O)(=O)Nc3ccccc3F)cc12)N1CCCC1 | 9 | 1 | -6 | 0 | 7 | 5 | 4 | 3 |
| O=C(Nc1ccccc1Cl)N1CCN(c2cnn3cnnc3c2)CC1 | -7 | 0 | -14 | -1 | -4 | -4 | 2 | 30 |
| Fc1ccc(Cc2nnc(-c3cnc4onc(C5CCCC5)c4c3)o2)cc1 | 21 | 19 | 29 | 5 | 20 | 8 | -7 | 7 |
| O=C(O)C1CCN(Cc2c(-c3ccco3)nc3ccc(Cl)cn23)CC1 | -210 | -272 | -129 | -71 | i | -163 | -112 | -14 |
| O=C(c1ccc(OCC2CCCN(C(=O)c3ccc(F)cc3F)C2)cc1)N1CCOCC1 (stereo not given) | 0 | -3 | 1 | 0 | 5 | 1 | 2 | 1 |
